ASAP1 inh: inhibitors of human ASAP1 ArfGAP activity; Q9ULH1; ASAP1-stimulated ARF1 GTP hydrolysis, GDP FP detection; inhibition, % at 16.5 µM; hit rate 0.19% among 360,000; in the data active means inhibition above about 25%;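 further: 0% = vehicle with enzyme and substrate and 100% = no enzyme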
Rev-erbA mod: modulators of human Rev-erb alpha DNA binding; Rev-erbα–FITC-DNA binding, fluorescence polarization, 90 min; activity, % at 10 µM; P20393; AID 1259318; hit rate 0.79% among 370,000;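 active means activity above about 14%, limit read from the data; passing the limit was not always enough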;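 further: 0% = DMSO wells with 35 nM protein and 100% = DMSO wells with 750 nM protein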
Target sequence (P20393 whole entry, looked up): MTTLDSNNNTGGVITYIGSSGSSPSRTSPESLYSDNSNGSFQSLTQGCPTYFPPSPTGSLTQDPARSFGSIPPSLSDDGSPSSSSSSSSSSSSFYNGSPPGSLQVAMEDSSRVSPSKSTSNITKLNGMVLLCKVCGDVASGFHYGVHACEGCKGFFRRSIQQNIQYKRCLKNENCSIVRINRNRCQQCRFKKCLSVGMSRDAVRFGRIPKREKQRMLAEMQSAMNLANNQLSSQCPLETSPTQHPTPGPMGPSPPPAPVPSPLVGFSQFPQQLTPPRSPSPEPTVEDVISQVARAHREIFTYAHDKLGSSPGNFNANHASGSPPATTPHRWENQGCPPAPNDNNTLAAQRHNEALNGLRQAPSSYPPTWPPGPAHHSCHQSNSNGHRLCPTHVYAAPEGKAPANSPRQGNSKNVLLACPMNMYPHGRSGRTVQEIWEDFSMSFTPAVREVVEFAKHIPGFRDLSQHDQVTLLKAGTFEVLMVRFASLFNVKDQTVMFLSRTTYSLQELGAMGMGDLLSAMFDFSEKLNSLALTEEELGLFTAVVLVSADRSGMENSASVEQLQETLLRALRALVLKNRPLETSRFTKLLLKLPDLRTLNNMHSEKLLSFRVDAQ
Tn7 DDE FP: DD(E)-Tn7 binding inhibition, primary FP screen. P02675. FP displacement of FITC-Tn7 peptide from fibrin DD(E); 0% = median of compound wells per plate. inhibition, % at 8.3 µM. hit rate 0.13% among 370,000. AID 720508;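 active means inhibition above the mean of compounds falling within the control limits plus 3 SD of them, cut at about 14% in these data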;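 further: 0% = plate median of compound wells and 100% = 10 µM Aha-Tn7 peptide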
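Assay system: human fibrin DD(E) protein / Input: 2 µM fibrin DD(E) / Benchmarks: high control of 10 µM Aha-Tn7 peptide / Measured by: fluorescence polarization of the labelled Tn7 tracer / Medium: Tris buffer with calcium and detergent, pH 7.8 / Timing: 10 min compound pre-incubation, 3 h probe incubation at room temperature / Repeats: one replicate per compound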
ARFGAP1 inh: rat ARFGAP1 inhibition; hit rate 0.26% among 360,000; Arfgap1-stimulated ARF1 GTP hydrolysis, GDP FP detection; inhibition, % at 16.5 µM; Q62848;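 active means inhibition above a per-plate limit, mean inhibition of low control wells plus 3 SD, cut at about 25% in these data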;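 further: 0% = DMSO wells with enzyme and 100% = wells lacking Arfgap1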
Target sequence (Q62848 1-136 limits assumed): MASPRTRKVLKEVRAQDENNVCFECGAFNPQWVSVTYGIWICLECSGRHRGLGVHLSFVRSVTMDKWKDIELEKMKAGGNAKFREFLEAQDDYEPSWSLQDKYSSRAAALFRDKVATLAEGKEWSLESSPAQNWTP
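material = rat Arfgap1 catalytic domain, aa 1-136 | also added = human ARF1(Δ1-17)-GTP substrate | compound dosing = one concentration, 16.5 µM, DMSO 1.26% | times = GTP hydrolysis reaction 2 h at 25 °C | measured by = FP, GDP Alexa 633 tracer displaced from anti-GDP antibody, 620/688 nm | evaluation = percent inhibition of Arfgap1-stimulated GTP hydrolysis | replication = single well per compound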
Tn6 DDE FP: inhibitors of Tn6 peptide binding to human fibrin DD(E); P02675; Fibrin DD(E) TRITC-Tn6 fluorescence polarization displacement; inhibition, % at 8.3 µM; hit rate 0.21% among 370,000; AID 720509;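 active means inhibition above a per-campaign cutoff: mean of compounds within control limits plus 3 SD, cut at about 15% in these data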;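 further: 0% = median of all compound wells on the plate and 100% = blocking peptide control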
PLCg1 inh: blocks human PLC-gamma1 enzyme activity; P19174; purified PLC-gamma1, fluorogenic substrate, fluorescence; AID 720700; hit rate 0.84% among 370,000; inhibition, % at 12.2 µM; in the data active means inhibition above about 9.5%
PLCb3 inh: PLC-beta3 (human) inhibition, primary screen; inhibition, % at 12.2 µM; hit rate 0.18% among 370,000; Purified PLC-beta3, fluorogenic substrate, fluorescence; Q01970; in the data active means inhibition above about 11%;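 further: 0% = median of compound wells on plate and 100% = full blocker control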
UHRF1 binding: human UHRF1 methylated DNA binding inhibitors. Q96T88. UHRF1 binding to methylated oligo, TR-FRET. inhibition, % at 4.4 µM. hit rate 0.75% among 370,000; in the data active means inhibition above about 21%;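 further: UHRF1 SRA domain binding a hemimethylated CpG hairpin DNA probe; 0% = median of test compound wells and 100% = reference inhibitor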
HGIII-sPLA2 inh: Inhibits HGIII-sPLA2 liposome hydrolysis, primary screen. Q9NZ20. QFRET BODIPY PC-A2 liposome hydrolysis, fluorescence. hit rate 0.56% among 370,000. inhibition, % at 12.2 µM;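 active means inhibition above mean plus 3 SD of compounds lying within the high and low control bounds, cut at about 19% in these data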;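 further: 0% = median of test compound wells and 100% = no enzyme DMSO wells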
proKLK7 act: proKLK7 (human) activation, primary screen. AID 652039. purified proKLK7, EDANS-DABCYL substrate fluorescence; 100% is mature enzyme control, 0% vehicle. hit rate 0.9% among 370,000. activation, % at 7 µM. P49862;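 active means activation above the mean of all tested compounds plus 3 SD, computed per campaign excluding outliers beyond control limits, cut at about 13% in these data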
Target sequence (P49862 whole entry, looked up): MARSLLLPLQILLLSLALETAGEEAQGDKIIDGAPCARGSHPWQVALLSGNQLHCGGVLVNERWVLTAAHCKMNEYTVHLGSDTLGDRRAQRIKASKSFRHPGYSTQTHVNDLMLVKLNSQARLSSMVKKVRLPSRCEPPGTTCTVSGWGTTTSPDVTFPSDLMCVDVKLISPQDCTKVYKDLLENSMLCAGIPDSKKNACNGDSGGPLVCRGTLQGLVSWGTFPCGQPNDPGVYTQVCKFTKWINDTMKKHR
An asterisk follows results filed as active; . = no result given.

Screens in order: PLCg1 inh	Tn6 DDE FP	UHRF1 binding	HGIII-sPLA2 inh	proKLK7 act	Rev-erbA mod	ARFGAP1 inh	Tn7 DDE FP	ASAP1 inh	PLCb3 inh
CN(CC(=O)NC1CCCc2ccccc21)C1CCCCC1 (stereo not drawn)
 : -2	-1	-1	-6	0.1	-6	2	2	-5	3
Cn1c(N)c(C(=O)COC(=O)c2cc(C3CC3)nc3ccccc23)c(=O)n(C)c1=O
 : 3	-5	5	5	-0.6	0	-7	4	13	5
CC(=O)Nc1ccc2c(c1)C(=O)c1cccc(C(=O)O)c1-2
 : -3	1	-3	1	0.4	2	6	-7	-6	4
CC(C)(C)OC(=O)N1CCC(CC2CC(c3cccc(Br)c3)=NO2)(C(=O)O)CC1 (stereo not drawn)
 : 1	-6	0	-13	0.5	-4	0	1	-4	0
Cc1ccc(S(=O)(=O)N2CCN(S(C)(=O)=O)C2c2ccccc2)cc1 (stereo not drawn)
 : 3	3	0	-17	0.0	-1	4	5	1	0
Cc1c2cnn(-c3ccccc3)c(=O)c2c(C)n1CCCC(=O)N1CCN(c2ncccn2)CC1
 : -3	1	4	-2	0.2	-2	11	5	6	-5
Cc1ccc(S(=O)(=O)N2CCCc3cc(NC(=O)c4c(F)cccc4F)ccc32)cc1
 : 0	-1	0	-2	1.0	-1	-2	1	0	-8
COCCCNC(=O)CSC1=Nc2ccccc2C2=NC(Cc3c[nH]c4ccccc34)C(=O)N12 (stereo not drawn)
 : -1	-1	0	-7	0.3	-3	4	3	3	1
CC1CCN(CCCn2c(SCC(=O)Nc3ccccc3Cl)nc3ccccc3c2=O)CC1
 : 2	-1	-2	-8	-0.2	2	10	-4	-6	1
COc1ccc(OCCCN2CCCC(C)C2)cc1 (stereo not drawn)
 : 2	4	4	9	-0.2	0	-7	-1	-16	2
COc1ccccc1C(=O)N1c2ccccc2Sc2ccccc21
 : 5	0	3	-2	0.3	-1	5	3	-3	2
O=C(CNC(=O)c1ccc2ccccc2c1)NC1CCCCC1
 : 0	-1	-1	5	-1.0	-5	-4	3	6	-5
N=C1c2ccccc2CN1NC(=O)COc1ccc(Cl)cc1
 : 1	5	0	7	-0.5	-1	4	3	0	-5
CSc1nc2ccccc2c(=O)n1Cc1ccc(F)cc1
 : -2	5	-1	-1	-0.2	1	5	-2	5	-4
O=C(COC(=O)C1CC1)NCCc1ccc(Cl)cc1
 : -3	-5	-4	7	0.4	-7	1	5	0	-2
CC(C)N(C)Cc1nnnn1CC(=O)N(C)Cc1ccc(F)cc1
 : 0	10	-1	1	-0.2	-7	-2	0	-8	-1
O=C(COC(=O)c1ccc(Cl)cc1O)NC(=O)C1CCCCC1
 : 3	3	3	1	-0.1	6	-6	-2	14	1
Cc1ccc(NC(=O)Cn2cccc2)c(Br)c1
 : -4	-1	1	-7	0.6	-9	-7	-6	1	2
COc1ccc(OC)c(NC(=O)c2nc(-c3ccccc3)oc2C)c1
 : 4	-5	-1	-1	0.4	1	8	-3	-1	-4
CCn1c(SCc2ccc(Cl)c(Cl)c2)nnc1C(C)NC(=O)c1ccc(OC)cc1 (stereo not drawn)
 : 2	8	6	0	0.7	1	2	2	7	1
Cc1c(Cl)cccc1N(CC(=O)N1CCCCCC1)S(C)(=O)=O
 : 2	0	-2	-1	0.4	1	3	-2	-4	0
COc1ccc(NC(=O)c2ccco2)cc1NC(=O)c1cccs1
 : 0	-4	-1	6	0.2	-3	-8	3	12	4
Cc1cc2c(ncn2C(C)C)c(NS(=O)(=O)c2ccc(F)cc2)c1C
 : 0	4	-2	-3	0.0	-2	5	2	-2	2
Nc1ccccc1N1CCOCC1
 : 2	1	0	3	-0.3	-1	-5	-3	-8	4
O=C(O)CCn1c(SCc2cccc3ccccc23)nc2ccccc21
 : -1	-11	9	-18	0.2	-1	3	3	-10	-7
CN(CCOc1cccc2ccccc12)Cc1ccccc1
 : 1	2	-1	-2	0.3	5	-11	-1	1	-6
Cn1[nH]cc(C=NC(N)=O)c1=O
 : 2	-1	-1	-2	-1.1	5	-7	-3	-5	6
Cc1[nH]c2ccc(C(=O)NCCN3CCCCCC3)cc2c1C
 : -1	9	2	10	0.0	3	-12	0	13	-4
COC(=O)[C@@]1(C)[C@H]2C(=O)N(Cc3ccccc3)C(=O)[C@H]2[C@H]2CN=C(SC)N21
 : 0	0	14	8	0.5	0	7	5	10	0
NC(=O)c1ccccc1N/C=C/C(=O)c1ccco1
 : -100	2	-4	-6	2.9	-3	-2	1	-6	-103
COc1cccc(CNCc2ccc(C(=O)O)cc2)c1OC
 : 0	-2	3	4	0.2	-2	-4	5	-10	0
CCCC(=O)NC1=C(C#N)C2(CCCC2)Cc2ccccc21
 : 4	-2	2	6	0.1	2	5	-1	-13	-3
CCOC(=O)C(=CNc1ccccc1N1CCOCC1)C(=O)OCC
 : -95	-2	2	17	1.1	4	9	1	5	-138
Cc1nn(-c2cc(C)c3ccccc3n2)c2c1CCC2
 : 1	-1	0	-2	-0.4	3	-3	-10	3	2
CCOc1c(C)cc(S(=O)(=O)NCc2cccnc2)c(C)c1C
 : 0	-2	-1	3	0.3	-1	-2	9	-2	-7
CC(=O)C1(O)C(C)CC2C3CC(F)C4(O)CC(O)CCC4(C)C3CCC21C (stereo not drawn)
 : -1	-1	4	-4	-0.2	-8	10	-5	3	-1
CC(NC(=O)COC(=O)c1cc(NS(=O)(=O)c2ccc(Cl)c([N+](=O)[O-])c2)ccc1O)C1CC2CCC1C2 (stereo not drawn)
 : -2	0	-1	-41	0.1	10	1	6	-3	2
CC1(C(=O)NCc2ccccc2)CSCC(=O)N1CCCn1ccnc1 (stereo not drawn)
 : 0	0	-2	7	0.1	-10	0	2	1	-2
O=C1c2cccc3cccc(c23)C(=O)N1OS(=O)(=O)c1ccc(Br)cc1
 : -3	3	2	2	1.4	21	-6	-3	3	-2
Cc1cc2c(nc1C)CCCN2Cc1ccc(Br)cc1
 : -72	-1	1	15	-3.0	1	-1	-2	-1	-98
O=C(CSC1=NS(=O)(=O)c2ccccc2N1)NCc1ccc(F)cc1
 : 0	9	-1	-1	0.6	-3	3	5	-3	-7
C#CCOCCOCCOCCNc1nc(N2CCN(C(=O)CCCCCCCCCCNC(=O)[C@@H]([C@H](C)O)n3cc(C)nn3)CC2)nc(N2CCN(C(=O)CCCCCCCCCCNC(=O)[C@@H]([C@H](C)O)n3cc(C)nn3)CC2)n1
 : 3	2	0	-65	1.2	-2	4	-2	5	2
CC1(C)CNC(=O)c2sc(NC(=O)c3ccccc3Cl)nc2C1
 : -2	-1	-3	0	-0.3	-5	-3	0	3	-5
C[C@H]1COC(=O)[C@H](Cc2ccc(F)cc2)C/C=C\C[C@@H](CC(=O)NCCO)C(=O)N1
 : 6	-5	0	7	0.1	2	-2	-2	7	7
O=C(NC(=S)NC1CCCCC1)c1ccc(F)cc1
 : 1	-3	-1	9	-0.2	1	-16	6	10	-7
CCCCCCn1cnc2c(c1=O)c1nc3ccccc3nc1n2/N=C/c1ccco1
 : -10	12	4	1	-1.1	-3	-2	-3	-8	-11
Cc1ccc(S(=O)(=O)N2CCN(C(=O)CN3C(=O)CNC3=O)CC2)cc1
 : -3	3	5	1	0.1	-7	3	9	-1	-11
CCn1c2ccccc2c2cc(NC(=O)C(C)Oc3ccccc3)ccc21 (stereo not drawn)
 : -4	1	-4	-6	0.1	-5	14	9	-5	-9
COc1ccc(S(=O)(=O)N2CCC3CC2c2cc(N4CCOCC4)ccc23)cc1 (stereo not drawn)
 : 1	7	-1	0	-0.3	8	4	-4	1	1
CCC/C(O)=C1\C(=O)CC(C)(C)CC1=NCc1ccccc1
 : 0	5	2	4	0.4	5	9	5	-2	-8
CC(=O)N=Nc1[nH]c(N)c2ccccc12
 : 1	-2	-2	-4	-0.6	-8	-11	-8	5	0
O=C(Cc1ccccc1)NCC(=O)Nc1cc(Cl)ccc1Cl
 : -2	11	-1	-3	-1.0	6	3	4	-4	-5
CC(C)(C)c1ccc(-c2nnc(SCC(=O)c3ccc4c(c3)OCCO4)o2)cc1
 : 0	5	2	-9	0.3	0	0	3	1	2
CCn1c2ccccc2c2cc(C=Nn3c(-c4ccccn4)n[nH]c3=S)ccc21
 : -367	-3	0	-2	-2.3	-3	.	1	.	-477
CNc1c(NS(=O)(=O)c2ccc(OC)cc2)c(=O)oc2ccccc12
 : -2	5	0	-8	-0.9	1	10	-5	7	-7
O=C(CCc1nc2ccccc2s1)OCc1ccccc1F
 : 1	1	1	3	0.1	2	-14	4	-4	-2
CCOC(=O)c1cc(-c2ccccc2)n(CCC(=O)O)c1C
 : -1	-2	-1	-3	-0.1	-1	13	0	-4	-2
COc1ccc(NCc2nnc(SCCN3CCCCC3)n2-c2ccc(C)cc2)cc1
 : 1	0	0	1	-0.3	-5	-2	-2	-5	0
COc1ccccc1OCC(=O)NCC1CCCN(Cc2cnn(C(C)C)c2)C1 (stereo not drawn)
 : -1	-6	3	1	0.1	6	20	-7	5	-7
Cc1oc(=O)cc(OCc2ccccc2)c1C
 : 0	-2	3	8	-0.8	-2	4	4	8	-5

(list continues)
Screens in order: PLCg1 inh	Tn6 DDE FP	UHRF1 binding	HGIII-sPLA2 inh	proKLK7 act	Rev-erbA mod	ARFGAP1 inh	Tn7 DDE FP	ASAP1 inh	PLCb3 inh
CC(C)CC(NC(=O)C(NC(=O)OC(C)(C)C)C(C)C)C(N)=O (stereo not drawn)
 : -1	10	-1	8	-0.7	-4	1	5	-8	5
COc1ccc2nc(SCc3nc(N)nc(Nc4ccccc4)n3)[nH]c2c1
 : 2	-4	-2	-7	-0.7	2	-13	2	7	-1
COc1ccc2nc(SCc3cccc(C)c3)nc(C)c2c1
 : -15	4	-1	-13	-0.9	5	6	3	-9	-19
CCCOc1ccc(NC(N)=O)cc1OCCC
 : 0	-3	2	11	0.1	0	0	-2	4	-1
CCCCSc1nc2c(cc1C#N)CCC2
 : -1	8	-5	-1	-0.2	3	-10	2	-15	2
Cc1ccc(C23CC4CC(CC(C(=O)NC(C)C)(C4)C2)C3)cc1
 : -2	8	2	-3	-0.4	-1	-6	-1	-3	-5
OC(c1ccccc1)c1nc(-c2csc3ccccc23)cs1 (stereo not drawn)
 : 5	-4	2	-31	0.2	7	5	-4	-8	9
CN1CCN(NC(=O)c2cccc(F)c2)CC1
 : 0	3	12	0	0.0	6	12	4	7	-1
Cc1ccc(N2CN(Cc3ccco3)CNC2=S)cc1
 : 1	2	0	6	-0.3	3	-8	-5	13	3
O=c1cc(/C=C/c2cccs2)[nH]c2ccccc12
 : -7	3	1	2	-0.9	-4	2	2	13	-11

Source: PubChem (several laboratories)
